Screening data as filed in PubChem.
Pol III holo inh = qHTS Assay for Inhibitors of DNA Polymerase III Holoenzyme System. reconstituted DNA polymerase III holoenzyme replication, biochemical. Potency, µM (titrated, usually from 57.1 µM), inactives show at the highest dose activity change, negative = inhibition. hit rate 0.25% among 71,000. AID 603, 2007; also: potency is read from the fitted curve at half-maximal effect; % is scaled to controls: 0 for no effect and ±100 for the full control effect
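Reconstituted *E. coli* holoenzyme (0.35 nM Pol III, 1 nM beta, 154 nM SSB, 2 nM primase) was preincubated with compound for 15 min at RT. Synthesis on 1.4 nM ssM13Gori ran 35 min, then was stopped with PicoGreen/EDTA and read as dsDNA fluorescence.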
UbGFP stabilizer = Ubiquitin-GFP Assay; Ubiquitin-GFP reporter cells, proteasome inhibition, GFP fluorescence; response scale: untreated = 0%, 10 µM MG-132 = 100%; Potency, µM (titrated, usually from 45.9 µM), for the others: at the highest dose activation (GFP accumulation), most hits filed as activators; 67,000 tested, under 10 active; active = well fitted activation curve with a large enough effect, not every such curve was filed as active; inconclusive = small, poorly fitted or top-dose-only effect, or another doubt; inactive = no such curve, though single readings can be large or run the other way; also: potency is read from the fitted curve at half-maximal effect
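U2OS cells stably expressing ubiquitin(G76V)-GFP, seeded overnight in 0.5% FBS medium, were exposed to compounds (qHTS, 46 uM to 2.9 nM) for 4 hr at 37 °C. GFP-positive cells were counted by laser cytometry (488 ex/515 em), normalized between basal and 10 uM MG-132.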
USP2a inh = qHTS Assay for Inhibitors of Ubiquitin-specific Protease USP2a. Ubiquitin carboxyl-terminal hydrolase 2 (Homo sapiens), O75604. Potency, µM (highest dose often 38.3 µM), for the others: at the top dose activity change, negative = inhibition, usual class: inhibitors. hit rate 0.1% among 60,000. AID 927, 2007. USP2a enzymatic assay, qHTS inhibition;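 also: potency is read from the fitted curve at half-maximal effect; nearly all actives have a fitted effect of over 60% in size; plate controls were DMSO for no effect and NEM full inhibition control for full effect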
Target sequence (O75604 whole entry, looked up): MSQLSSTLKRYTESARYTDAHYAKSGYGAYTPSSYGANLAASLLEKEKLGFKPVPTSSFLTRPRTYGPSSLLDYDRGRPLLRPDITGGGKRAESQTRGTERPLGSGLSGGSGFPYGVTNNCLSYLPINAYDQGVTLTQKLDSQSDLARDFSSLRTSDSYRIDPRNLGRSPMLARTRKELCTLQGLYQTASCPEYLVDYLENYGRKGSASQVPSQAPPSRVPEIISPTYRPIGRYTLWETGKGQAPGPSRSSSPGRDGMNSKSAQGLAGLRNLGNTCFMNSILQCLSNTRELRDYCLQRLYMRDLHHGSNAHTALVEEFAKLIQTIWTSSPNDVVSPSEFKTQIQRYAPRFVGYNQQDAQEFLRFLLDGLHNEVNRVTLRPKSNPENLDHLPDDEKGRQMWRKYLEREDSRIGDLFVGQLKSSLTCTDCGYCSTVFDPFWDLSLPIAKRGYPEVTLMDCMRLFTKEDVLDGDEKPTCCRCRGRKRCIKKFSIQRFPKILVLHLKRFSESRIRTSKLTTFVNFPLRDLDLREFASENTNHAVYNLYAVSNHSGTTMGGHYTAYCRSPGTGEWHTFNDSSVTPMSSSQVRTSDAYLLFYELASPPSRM
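USP2 core (20 nM final) was preincubated with compound for 30 min at RT in 20 mM Tris-HCl pH 8.0, 2 mM CaCl2, 2 mM beta-mercaptoethanol; Ub-PLA2 (20 nM) plus NBD C6-HPC (20 uM) then added, fluorescence read after 2.5 h.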
HBB splicing = qHTS Assay for Modulators of Hemoglobin Beta Chain Splicing; Potency, µM (titrated, usually from 46.1 µM), for inactives: at the top dose activation, hits mostly activators; hit rate 0.06% among 65,000; HBB splicing reporter cell assay, activation; EGFP reporter with mutant IVS2-654 intron; response scale: normalised to 500 nM splice-correcting PNA; AID 925, 2007; also: potency is read from the fitted curve at half-maximal effect; 0% is about no effect
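HeLa cells stably expressing EGFP interrupted by mutant beta-globin intron 2 (IVS2-654), 500/well in 2% FCS. Treated with compound for 2 days at 37C. Splicing correction scored as total well GFP intensity (488 nm excitation, 500-520 nm emission); 500 nM antisense PNA served as control.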
Epigenetic mod = qHTS Assay for Epigenetic Modulators; mouse C127i GFP locus derepression, cytometry, 30 h; Potency, µM (highest dose often 46.1 µM), for the others: top-dose GFP derepression (activation); hit rate 0.09% among 68,000; AID 597, 2007; also: % of control where 0% means no effect
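Locus derepression in mouse mammary C127i cells whose integrated CMV-GFP reporter is normally silent; GFP expression after 30 h compound treatment was quantified by counting fluorescent cells.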
15-hLO inh = qHTS Assay for Inhibitors of 15-hLO (15-human lipoxygenase); purified 15hLO-1, xylenol orange hydroperoxide absorbance; Potency, µM (top dose mostly 57.1 µM), for inactives: top-dose activity change, negative = inhibition, hits mostly inhibitors; hit rate 1.4% among 74,000; AID 887, 2007; also: potency is read from the fitted curve at half-maximal effect; % is scaled to controls: 0 for no effect and ±100 for the full control effect; nearly all actives have a fitted effect of over 55% in size
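Hydroperoxide formed from arachidonic acid (50 uM) by purified human 15hLO-1 (40 nM) oxidizes ferrous iron, and the ferric-xylenol orange complex is read at 573 versus 405 nm. Compounds were preincubated 15 min; reaction ran 6 min at room temperature.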
HADH2 inh = qHTS Assay for Inhibitors of HADH2 (Hydroxyacyl-Coenzyme A Dehydrogenase, Type II) | Potency, µM (doses to about 57.1 µM), inactives show at the top dose activity change, negative = inhibition, actives largely listed as inhibitors | recombinant HADH2, NADH fluorescence, beta-hydroxybutyryl-CoA | hit rate 3.4% among 73,000 | AID 886, 2007; also: potency is read from the fitted curve at half-maximal effect; % is scaled to controls: 0 for no effect and ±100 for the full control effect; nearly all actives have a fitted effect of over 60% in size; many of its hits are not listed in these tables
Target sequence (Q99714 whole entry, looked up, one chain of several): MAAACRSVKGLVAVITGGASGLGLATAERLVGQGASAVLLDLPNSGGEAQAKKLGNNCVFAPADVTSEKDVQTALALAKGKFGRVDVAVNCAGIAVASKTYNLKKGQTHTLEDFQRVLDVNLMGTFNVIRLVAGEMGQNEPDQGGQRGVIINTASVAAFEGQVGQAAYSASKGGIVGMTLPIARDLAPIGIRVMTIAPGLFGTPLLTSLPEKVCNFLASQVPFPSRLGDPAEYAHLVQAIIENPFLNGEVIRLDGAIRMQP
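20 nM HADH2 + cpd, 15 min RT; add 1 mM NAD+/90 uM beta-hydroxybutyryl-CoA; kinetic fluorescence 360/450 nm, 4 min. Tris-HCl pH 9.0, 0.01% Tween-20.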
BRCT PPI green = qHTS Assay for Inhibitors of BRCT-Phosphoprotein Interaction (Green Fluorophore); AID 875, 2007; Potency, µM (titrated, usually from 76.9 µM), inactives show at the highest dose activity change, negative = inhibition, hits mostly inhibitors; Breast cancer type 1 susceptibility protein (Homo sapiens), P38398; hit rate 0.05% among 75,000; BRCA1 BRCT-phosphopeptide binding, green fluorescence polarization;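 also: potency is read from the fitted curve at half-maximal effect; plate controls were peptide without protein for full effect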
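Compounds were incubated for 12 min at room temperature with a complex of 100 nM fluorescein-tagged pBACH1 decapeptide and 250 nM His-tagged BRCT protein. Buffer was phosphate pH 7.3 with EDTA, DTT and Tween 20. Disruption of binding lowers the polarization signal.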
CRE-bla Fsk = Cell signaling CRE-BLA (Fsk stim); CHO CRE-bla reporter (cAMP response element driving beta-lactamase), forskolin EC10, beta-lactamase ratio; Potency, µM (titrated, usually from 38.2 µM), inactives show at the highest dose activity change, negative = inhibition, usual class: activators; hit rate 2.5% among 71,000; active = well fitted activation curve with a large enough effect in the signal ratio, with a control signal flat, not every such curve was filed as active; inconclusive = small, poorly fitted or top-dose-only effect, or effect the other way, or a change in a side signal; the % refers to the signal ratio; also: potency is read from the fitted curve at half-maximal effect; % of control where 0% means no effect
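CRE-bla CHO cells stimulated with EC10 NKH 477 (water-soluble forskolin) and compound titrations, 3 h at 37C; beta-lactamase read with CCF4 after 2 h at room temperature. Activity from 460/530 nm emission ratio, AC50 values for positive or negative modulation.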
BRCT PPI red = qHTS Assay for Inhibitors of BRCT-Phosphoprotein Interaction (Red Fluorophore) | Breast cancer type 1 susceptibility protein (Homo sapiens), P38398 | BRCT-phosphopeptide binding, red fluorescence polarization | Potency, µM (doses to about 76.9 µM), for inactives: at the top dose activity change, negative = inhibition, hits mostly inhibitors | hit rate 0.03% among 75,000; also: % is scaled to controls: 0 for no effect and ±100 for the full control effect
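Fluorescence polarization: 100 nM His-tagged BRCA1 BRCT with 100 nM TAMRA-labelled phospho-BACH1 decapeptide, phosphate buffer pH 7.3 with 150 mM NaCl, DTT, 0.01% Tween 20; 12 min RT. Binding inhibition seen as FP decrease.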
Hsp90 Hop PPI = qHTS Assay for Disrupters of an Hsp90 Co-Chaperone Interaction. AlphaScreen TPR2A-His6 binding biotin-Hsp90 C-terminal peptide. Potency, µM (doses to about 57 µM), for inactives: at the top dose activity change, negative = inhibition. hit rate 0.44% among 71,000. AID 595, 2007; active = well fitted curve in either direction with a large enough effect; inconclusive = small, poorly fitted or top-dose-only effect, or another doubt; also: potency is read from the fitted curve at half-maximal effect; % is scaled to controls: 0 for no effect and ±100 for the full control effect; many of its hits are not listed in these tables
The depositor's hits bear a star; ? = inconclusive; / = no result given; & = joins results of further samples; [ ] = dose if it differs, or a comment. Unless noted, calls follow the shape of the dose curve; as a rule, active = well fitted curve in the direction sought with a large enough effect; inconclusive = small, poorly fitted or top-dose-only effect, or another doubt; inactive = no such curve, though single readings can be large; an effect the other way counts as inactive or inconclusive.

| structure | Pol III holo inh | UbGFP stabilizer | USP2a inh | HBB splicing | Epigenetic mod | 15-hLO inh | HADH2 inh | BRCT PPI green | CRE-bla Fsk | BRCT PPI red | Hsp90 Hop PPI |
| --- | --- | --- | --- | --- | --- | --- | --- | --- | --- | --- | --- |
| CCCc1cc(=O)[nH]c(SC(CC)C(=O)Nc2ccccc2C#N)n1 (configuration not stated) | -2% | 2% | -28% | 2.5% | 0% | -10% | 6% | -0.1% | 7% | 1.0% | ? |
| CC(C)n1c2ccccc2c2nc3ccccc3nc21 | -3% | 0% | -24% | -1.0% | -3% | -14% | 6% | -0.8% | 1.6µM* | -2.3% | 32µM* |
| O=C(Nc1ccc(-c2nc3ncccc3o2)cc1)c1ccco1 | -5% | 4% | 29% | -0.3% | 4% | -20% | 32µM* | -4.3% | -1% | -0.9% | ? |
| O=C(Nc1cccc(NC(=O)c2ccc(-c3cccc(Br)c3)o2)c1)c1ccco1 | 0% | 17% | 62%[activator] | -0.9% | 1% | -30% | ? | 14% | 7% | -0.4% | -19% |
| Cc1ccc2cc(CN(CC(C)C)C(=O)C3CCCO3)c(=O)[nH]c2c1 (configuration not stated) | 3% | -13% | 19% | 0.8% | 0% | -9% | ? | 2.1% | -5% | 0.4% | -5% |
| C[C@@](N)(Cc1c[nH]c2ccccc12)C(=O)O | -7%[11.4 µM] | 10%[9.17 µM] | / | 1.7%[9.22 µM] | 0%[9.22 µM] | -1%[11.4 µM] | 4%[11.4 µM] | -0.7%[15.4 µM] | -4%[7.6 µM] | -1.2%[15.4 µM] | -3%[11 µM] |
| COCCNc1nc(-c2ccccc2OC)nc2ccccc12 | -1% | 2% | 47%[activator] | 1.0% | -2%[9.22 µM] | ? | ? | -1.2% | 21% | -2.1% | -5% |
| Cc1ccccc1OCC(O)Cn1c(NCc2ccco2)nc2c1c(=O)[nH]c(=O)n2C (configuration not stated) | ? | 2% | / | -0.4%[57.5 µM] | -4% | -6% | 22% | -1.1% | 4% | 1.5% | -1% |
| COc1cc(OC)c(NC(=O)Cn2cccc2)cc1Cl | 2% | 2% | 1% | -0.5% | 0% | -1% | -4% | -1.6% | 3% | -1.3% | -14% |
| Cn1nnnc1SCSc1nnnn1C | -1% | 15% | 3% | 0.4% | 2% | 3% | -2% | -0.8% | 0% | -2.1% | -4% |
| CCC(=O)Nc1cc(C(=O)NCC2CCCN2CC)c(OC)cc1N(C)C (configuration not stated) | 1% | -3% | 9% | -2.6% | 0% | ? | -4% | -0.4% | 0% | 2.1% | ? |
| Cc1cc(NC(=O)c2cc(-c3cccs3)nc3ccccc23)no1 | -3% | -6% | / | -0.2% | / | -13% | 61%[activator] | 0.9% | ? | -1.8% | -2%[2.3 µM] |
| COC(=O)Nc1nc2ccc(C(=O)c3ccccc3)cc2[nH]1 | -6%[25.6 µM] | -5%[20.5 µM] | 49%[activator] | -1.3%[20.6 µM] | -4%&-2%[20.6 µM] | -1% | 6%[25.6 µM] | -4.5%[3.08 µM] | 10µM* | -0.1% | -2%[26 µM] |
| CCC(C)c1c(O)nc(SCC(=O)N2CCOCC2)[nH]c1=O (configuration not stated) | 1% | ? | 2% | 0.5% | 0% | 7% | 2% | -1.0% | 1% | -0.3% | -3% |
| Cc1ccc2nc3c(cc2c1)c(NC(=O)c1cccnc1)nn3C | -11% | 5% | 22% | -1.5% | 3% | -4% | 6% | -0.6% | ? | -0.2% | -18% |
| N#Cc1c(NC(=O)c2ccc(Br)o2)n(-c2ccccc2)c2nc3ccccc3nc12 | -6% | -1% | 6% | 17%[57.5 µM] | -4% | -7% | -18% | 0.9% | ? | -1.3% | -9% |
| Cc1noc(C)c1-c1cc(N2CCNCC2)ncn1 | -3% | 6% | -26% | 0.0% | -3%[9.22 µM] | -4% | -23% | -1.8% | 6% | 0.5% | 1% |
| CCSc1nc2c(c(=O)[nH]c(=O)n2C)n1Cc1ccc(Cl)cc1 | -4% | 6% | -6% | -2.6% | 2% | -19% | 16% | -1.7% | ? | -0.6% | -1% |
| COC(=O)N1[C@H](C)C=C[C@]1(Cc1ccccc1)C(=O)OC | -3% | / | / | 0.2% | / | -1% | 8% | -0.9% | -5% | 0.2% | 1% |
| C=CCSc1nnc2c(n1)OC=Nc1ccc(Br)cc1-2 | -7% | -1% | -7% | -0.6% | 2% | -10% | -5% | -0.6% | -3% | 0.3% | 0% |
| O=C(CCCCn1c(=O)[nH]c2ccsc2c1=O)NCc1cccnc1 | -6% | 5% | 0% | -0.8% | 6% | 23% | -6% | -4.9% | -5% | -0.7% | -3% |
| CC1CCN(C(=O)CSc2nc3cccnc3n2C)CC1 | -1% | -19% | -1% | -0.2% | 2% | 1% | -14% | -2.1% | 11% | 0.2% | 3% |
| Cc1cc(CN2CCN(CCC#N)CC2)c(O)c(C2(C)CCCCC2)c1 | 3% | -1% | 1% | -1.3% | -2% | -12% | 13% | -0.2% | ? | 0.8% | 3% |
| CCOC(=O)C(C)Oc1cccc2c(=O)n(CC(=O)N3CCN(C(=O)OCC)CC3)ccc12 (configuration not stated) | -3% | 0% | / | -1.0% | / | -16% | ? | -1.1% | 0% | -1.1% | 1% |
| Cc1cnc(C(=O)OCC(=O)N2CCN(C(=O)c3ccco3)CC2)cn1 | 3% | 0% | 4% | -0.5% | 6% | 2% | 8% | -1.8% | -11% | -0.2% | -4% |
| CS(=O)(=O)Nc1cccc(-c2nc(NCc3cccs3)c3ccccc3n2)c1 | 3% | -4% | ? | 0.2% | 2%[9.22 µM] | ? | ? | 3.0% | ? | -1.5% | -13% |
| CCOC(=O)c1sc(C)c2c(=O)n(CCCN3CCOCC3)cnc12 | -2% | 11% | -1% | 7.8%[1.84 µM] | 2% | 16% | -4% | 1.2% | ? | -0.3% | 2% |
| Cc1c(NC(=O)CN2CCCc3ccccc32)c(=O)n(-c2ccccc2)n1C | -2% | -3% | -1% | -0.4%[57.5 µM] | 1% | -24% | -14% | -0.8% | -20% | 0.2% | -2% |
| Cc1cccc(N(C)S(=O)(=O)c2ccc3[nH]c(=O)c(=O)[nH]c3c2)c1 | -6% | -1% | 8% | -0.8% | -1% | -1% | ? | -0.6% | ? | 0.3% | 2% |
| CCc1cc2c(=O)n(C(C)C(=O)OC3CCCCC3)cnc2s1 (configuration not stated) | -1% | 7% | 5% | -0.5% | 6% | -12% | 5% | -0.4% | 9% | -1.3% | 7% |
| O=C(NC1CCCC1)C1C2C=CC3(CN(Cc4cccs4)C(=O)C13)O2 (configuration not stated) | 0% | 0% | / | -0.8% | -3% | -2% | 2% | -1.6% | -4% | 0.6% | 1% |
| COc1ccc(-c2nc3cnc(N4CCN(C)CC4)nc3n(C3CC3)c2=O)cc1 | -2% | 9% | 35%[activator] | 1.5% | -3%[9.22 µM] | -15% | 10% | -0.4% | ? | -0.2% | 0% |
| Cc1ccc(-n2c(C)c3c(C)nnc(C)c3c2C)cc1 | -4% | -1% | 8% | -4.3% | 1% | ? | -6% | -1.3% | 0% | 0.6% | -8% |
| CCc1nc2ccccc2n1CCC(C)C | 6% | 7% | 2% | -0.8% | -3% | 2% | -1% | 0.9% | ? | -2.0% | -5% |

The list is partial; count on the stated rates, not on these rows.
